Mcl1 Bid PPI: disrupts binding of human Mcl-1 to Bid peptide | Q07820 | inhibition, % at 21.7 µM | 0.97% of 220,000 active | TR-FRET Mcl-1/Bid-Dy647 peptide binding, 1536-well;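 active = compounds that cut the binding signal by more than half at the single screening dose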;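 note: His-tagged Mcl-1 with europium anti-His antibody binding Bid BH3 peptide; 0% = Mcl-1 plus peptide wells and 100% = peptide-only wells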
RGS4-Gao reg: human RGS4-Galphao interaction regulation. P09471. 0.33% of 220,000 active. binding response (% of control), % at 10 µM. Multiplexed bead flow cytometry, RGS4-Galphao binding; actives lie on both sides; in the data active = binding response below about 49% or above about 150%; inactive = in between;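 note: fluorescent Galphao activated with aluminum fluoride binding bead-coupled RGS4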
Target sequence (P09471 whole entry, looked up): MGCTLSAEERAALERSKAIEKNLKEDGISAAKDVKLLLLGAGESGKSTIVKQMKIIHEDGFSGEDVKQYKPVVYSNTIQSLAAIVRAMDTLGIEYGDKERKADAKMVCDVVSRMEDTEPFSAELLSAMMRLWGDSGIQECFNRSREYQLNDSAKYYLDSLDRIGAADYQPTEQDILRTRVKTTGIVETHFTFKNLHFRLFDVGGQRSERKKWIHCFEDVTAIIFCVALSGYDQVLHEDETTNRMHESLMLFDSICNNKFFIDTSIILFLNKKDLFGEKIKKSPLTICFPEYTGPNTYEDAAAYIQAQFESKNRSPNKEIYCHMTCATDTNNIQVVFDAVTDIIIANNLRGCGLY
Bfl-1 Bim block: human Bim-Bfl-1 interaction inhibition. 0.12% of 190,000 active. Q16548. Bead-based flow cytometry, Bim-Bfl-1 binding inhibition. inhibition, % at 10 µM;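 note: 0% = wells without compound plus tracer and 100% = blocker peptide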
RGS8-Gao: human RGS8-Galphao interaction regulation; P09471; multiplexed bead flow cytometry, RGS8-Galphao binding; actives lie on both sides; response (percent of control binding), % at 10 µM; 0.34% of 220,000 active; AID 1423; in the data active = response below about 60% or above about 140%; inactive = in between;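 note: Galphao activated as the GDP aluminium fluoride complex binding bead-coupled RGS8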
Bcl-B Bim block: disrupts Bim peptide binding to human Bcl-B; Q9HD36; bead-based flow cytometry; inhibition, % at 10 µM; 0.073% of 190,000 active; AID 951;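 note: 0% = tracer peptide without compound and 100% = reference inhibitor peptide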
Target sequence (Q9HD36 whole entry, looked up): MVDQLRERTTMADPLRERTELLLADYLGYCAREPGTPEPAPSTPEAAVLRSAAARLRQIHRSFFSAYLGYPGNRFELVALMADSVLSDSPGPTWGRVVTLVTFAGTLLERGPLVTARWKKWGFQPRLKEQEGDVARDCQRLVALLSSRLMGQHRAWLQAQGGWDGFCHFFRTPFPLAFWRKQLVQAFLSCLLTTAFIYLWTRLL
RGS7-Gao: regulators of human RGS7-Galphao interaction. AID 1439. binding response (% of control), % at 10 µM. P09471. Multiplexed bead flow cytometry, RGS7-Galphao binding; actives lie on both sides. 0.35% of 220,000 active; in the data active = binding response below about 49% or above about 150%; inconclusive = no clear call, values can overlap the other calls; inactive = in between;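 note: fluorescent Galphao held in activated GDP-AlF4 state binding bead-coupled RGS7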
Bcl-W Bim block: disrupts Bim peptide binding to human Bcl-W | Q92843 | bead-based flow cytometry | inhibition, % at 10 µM | 0.02% of 190,000 active | AID 952;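 note: 0% = bound tracer without compound and 100% = peptide blocker; higher means less fluorescent Bim peptide bound to Bcl-W beads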
Bim-Bcl-XL: disrupts Bim peptide binding to human Bcl-XL; inhibition, % at 10 µM; bead flow cytometry, fluorescence; AID 1007; Q07817; 0.04% of 190,000 active
Target sequence (Q07817 whole entry, looked up): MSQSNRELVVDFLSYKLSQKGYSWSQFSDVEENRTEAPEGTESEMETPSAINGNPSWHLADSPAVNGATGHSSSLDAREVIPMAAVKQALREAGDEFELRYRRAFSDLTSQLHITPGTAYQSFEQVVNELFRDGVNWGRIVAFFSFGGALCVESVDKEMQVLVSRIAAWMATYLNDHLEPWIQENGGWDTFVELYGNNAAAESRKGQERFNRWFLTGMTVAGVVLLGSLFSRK
Bcl-2 Bim block: human Bim-Bcl-2 interaction inhibition | P10415 | inhibition, % at 10 µM | Bead-based flow cytometry, Bim peptide-Bcl-2 binding | AID 950 | 0.06% of 190,000 active; in the data active = inhibition above about 40%; inconclusive = no clear call, values can overlap the other calls;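 note: 0% = no compound wells with probe peptide and 100% = reference peptide inhibitor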
Target sequence (P10415 whole entry, looked up): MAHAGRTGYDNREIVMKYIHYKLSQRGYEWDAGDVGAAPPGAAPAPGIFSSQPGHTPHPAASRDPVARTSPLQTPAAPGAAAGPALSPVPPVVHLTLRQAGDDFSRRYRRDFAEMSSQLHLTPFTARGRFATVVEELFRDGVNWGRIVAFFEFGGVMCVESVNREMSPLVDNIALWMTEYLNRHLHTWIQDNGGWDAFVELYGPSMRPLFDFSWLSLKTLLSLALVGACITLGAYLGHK
Mcl-1 Bim block: human Bim-Mcl-1 interaction inhibition | Bead-based flow cytometry, Bim peptide-Mcl-1 binding | inhibition, % at 10 µM | 0.1% of 190,000 active | Q07820 | AID 1009;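 note: 0% = no compound tracer wells and 100% = peptide blocker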
Mcl1 Noxa PPI: disrupts binding of human Mcl-1 to Noxa peptide; Q07820; TR-FRET Mcl-1/Noxa peptide binding, 2 h; inhibition, % at 21.7 µM; 1.5% of 220,000 active;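 active = compounds that cut the protein-peptide binding signal by more than 50% relative to plate controls in a single-dose test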;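 note: His-tagged Mcl-1 with rhodamine Noxa BH3 peptide and terbium anti-His antibody; 0% = Mcl-1 plus Noxa peptide wells and 100% = peptide-only wells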
Numbers without * were called inactive; u = inconclusive; x = no result given. Cut-off read from the data, not from the text of the source, unless noted: active = inhibition above about 40%. Compounds as they come; overall some 2.7% were active at least once.

Mcl1 Bid PPI	RGS4-Gao reg	Bfl-1 Bim block	RGS8-Gao	Bcl-B Bim block	RGS7-Gao	Bcl-W Bim block	Bim-Bcl-XL	Bcl-2 Bim block	Mcl-1 Bim block	Mcl1 Noxa PPI	mol
-46	85	x	93	x	u	x	x	x	x	-2	Cc1ccc(-c2cccc(C3CC=CC4C3C(=O)N(Cc3ccccc3)C4c3ccc4ccccc4c3)c2)cc1 (centres undefined)
-1	102	-1	101	-2	102	0	-2	1	-1	21	Cc1ccc(-n2c(SCC3CNC(=O)O3)nnc2-c2ccccc2)cc1C (centres undefined)
-7	104	-8	99	-9	100	3	-7	-4	-8	62*	CCn1c2ccccc2c2cc(N)ccc21
-2	102	-1	99	-2	101	-3	-2	-4	0	16	CCOC(=O)C(Cc1cc(C(C)=O)ccc1OC(C)C)C(=O)OCC
-2	100	-1	100	-2	100	0	-7	0	1	8	CCOC(=O)N1CCC(NS(=O)(=O)c2cc3c(cc2Cl)NC(=O)CO3)CC1
-22	99	-6	101	-4	98	-2	-2	-3	0	15	O=C(O)/C=C\C(=O)Nc1ccc(Oc2ccc(Br)cc2)cc1
52*	104	-12	105	-10	104	-6	-10	-9	-6	11	Cc1ccc(-n2c(SCC(=O)NCCN3C(=O)CSC3=O)nnc2-c2ccccc2)cc1C
-15	100	-2	100	-8	98	-6	-9	-4	-6	23	O=C(NCCSCc1ccccc1)c1ccc(Cl)c(S(=O)(=O)N2CCOCC2)c1
-36	97	x	97	x	u	x	x	x	x	1	Cc1ccc(SC[C@H](Cc2ccccc2)N2CCN(CC(C)C)CCC2=O)cc1
-18	95	-13	96	-4	96	-4	-5	-3	-2	8	O=C(COC(=O)CNC(=O)C12CC3CC(CC(C3)C1)C2)NC1CCS(=O)(=O)C1 (centres undefined)
-15	95	-6	92	-3	90	1	-5	-4	0	-5	CCC(C)NC(=O)c1ccccc1NC(=O)COc1ccc(OC)cc1 (centres undefined)
-3	102	-3	102	-7	105	-6	-7	-4	-2	2	O=C(C1CCN(S(=O)(=O)c2cccc3cccnc23)CC1)N1CCN(C2CCCC2)CC1
-11	100	-5	102	-2	u	0	0	0	0	4	O=C(c1ccc([N+](=O)[O-])cc1)N(Cc1ccccc1)c1ccccn1
9	98	-1	100	-1	98	0	-3	-1	0	-12	C=C(C)Cn1c(-c2ccc(OC)cc2)nc2ccccc21
-26	105	-10	100	-3	105	0	-15	-3	-3	-7	c1ccc2c(c1)CCCC2NC1=NCCC1 (centres undefined)
-14	106	26	110	5	105	10	23	27	17	3	CC(C)OC(=O)/C(C#N)=C/c1ccc(-c2ccc(SC(F)F)cc2)o1
-61	106	x	106	x	u	x	x	x	x	0	CN(C)S(=O)(=O)c1ccc(C(=O)OCC(=O)Nc2ccc(OC(F)F)cc2)cc1
26	103	-10	104	-8	103	-2	-1	-7	0	8	CCCN(CCO)Cc1cccc(Br)c1
-13	103	-3	103	-2	100	-1	0	-2	-4	-4	COc1ccc(OC2C(=O)N(Cc3ccc4c(c3)OCO4)C2c2sccc2C)cc1 (centres undefined)
0	101	-4	103	-3	95	1	0	1	-6	-6	COCCNC(=O)CC(=O)N/N=C/c1cccc(C(=O)OC)c1
-59	91	-5	93	-1	96	0	-2	-1	0	-9	CCOC(=O)NC1(C(F)(F)F)NC(=O)N(Cc2ccco2)C1=O (centres undefined)
10	98	-10	99	-6	100	1	1	-8	-1	-21	COC(=O)NNC(=O)COc1ccc(Cl)cc1
9	102	-6	101	-5	108	0	-2	-5	0	-9	Cc1ccc(NS(=O)(=O)c2ccc(Cl)c(C(=O)O)c2)cc1S(=O)(=O)N1CCOCC1
-19	100	-4	100	-4	105	-1	-5	0	0	5	Cc1ccccc1NC(=S)C1=C(O)c2sccc2N(C)S1(=O)=O

Filtered by structure: the compounds so far with a COOH group
Mcl1 Bid PPI	RGS4-Gao reg	Bfl-1 Bim block	RGS8-Gao	Bcl-B Bim block	RGS7-Gao	Bcl-W Bim block	Bim-Bcl-XL	Bcl-2 Bim block	Mcl-1 Bim block	Mcl1 Noxa PPI	mol
-22	99	-6	101	-4	98	-2	-2	-3	0	15	O=C(O)/C=C\C(=O)Nc1ccc(Oc2ccc(Br)cc2)cc1
9	102	-6	101	-5	108	0	-2	-5	0	-9	Cc1ccc(NS(=O)(=O)c2ccc(Cl)c(C(=O)O)c2)cc1S(=O)(=O)N1CCOCC1

Later entries.
Mcl1 Bid PPI	RGS4-Gao reg	Bfl-1 Bim block	RGS8-Gao	Bcl-B Bim block	RGS7-Gao	Bcl-W Bim block	Bim-Bcl-XL	Bcl-2 Bim block	Mcl-1 Bim block	Mcl1 Noxa PPI	mol
-22	104	x	105	x	105	x	0	x	x	-3	CNC(=S)NNC(=O)COc1cccc(C)c1C
1	103	6	106	-2	100	-3	-2	-1	0	14	O=C(CCc1ccc(Oc2cc([N+](=O)[O-])cc([N+](=O)[O-])c2)cc1)Nc1cccc(Cl)c1
-29	103	-2	100	-10	101	-2	-2	-3	-2	14	O=C(c1ccc(Cl)cc1)c1c[nH]c(C(=O)NNc2cccc(Cl)n2)c1
0	103	0	100	-3	101	-4	0	0	-2	18	COc1cc(C(=O)NCCC(=O)NC2CCCCCCC2)cc(OC)c1OC
1	101	-12	103	-6	99	0	-22	-6	-1	8	CC1CCN(c2ccccc2NC(=O)c2ccc(N3CCOCC3)c([N+](=O)[O-])c2)CC1
-37	99	0	101	0	99	1	1	0	0	15	Cc1cc(C)cc(OCC(=O)Nc2ccc3c(c2)OCO3)c1
-4	99	0	100	2	100	0	0	-2	-1	27	CC(C(=O)NCC1(c2ccccc2)CCCC1)N1CCCC1 (centres undefined)
-15	108	-9	102	-30	105	0	-4	-13	-45	-34	CCn1cc(C(=O)NC2CCC(C)CC2)c(=O)c2cc(S(=O)(=O)N3CCCCC3)ccc21 (centres undefined)
-20	97	-14	98	-5	97	1	-4	-6	0	-8	Cc1cc(C)c(S(=O)(=O)N(C)CC(N)=O)c(C)c1
-23	102	-5	103	-3	103	-1	-1	-2	0	13	O=C1c2oc3ccccc3c(=O)c2C(c2ccc(O)cc2)N1c1nccs1 (centres undefined)
6	97	-4	101	-2	103	3	-2	-6	0	4	COc1cccc(CC(=O)Nc2nccs2)c1
-16	92	-4	94	-3	95	-5	-9	-5	-7	8	COC(=O)c1ccccc1NC(=O)CSc1nnc(-c2ccncc2)o1
-18	134	5	x	0	139	-1	0	3	5	-11	Cc1nn(C(C)C(=O)NCCCc2ccccc2)c(=O)c2cc3occc3n12 (centres undefined)
-12	100	-3	101	-3	100	-1	-3	-3	-4	2	Cc1cc(NCCN2CCOCC2)n2nc(C)c(-c3ccc(Cl)cc3)c2n1
-17	94	-8	95	-8	93	0	-5	-11	-2	21	O=C(O)C1C2CCCCC2=C2CCCCC2C1C(=O)O (centres undefined)
-17	97	11	90	-27	99	-11	-14	-6	-8	3	COc1ccc(NC(=O)c2c(NC(=O)CCC(=O)O)sc(-c3ccccc3)c2C)cc1
-5	102	-11	100	-6	97	6	-9	-4	7	12	O=C(NCc1ccc2c(c1)OCO2)C1CCN(S(=O)(=O)c2ccc(Br)s2)CC1
-5	101	-17	104	-4	100	0	0	-11	0	4	Cc1c(NC(=O)C(C)NCC2CCCO2)c(=O)n(-c2ccccc2)n1C (centres undefined)
3	101	0	103	-1	103	-2	-3	0	0	28	C[C@@H]1NC(=O)[C@H](CC(N)=O)NC(=O)c2cc([N+](=O)[O-])cc(I)c2OCC[C@@H](C(=O)NC(CC(=O)O)C(N)=O)NC1=O (some centres undefined)
-12	100	-5	93	-2	95	-2	-2	-6	-1	21	COCCOC(=O)c1[nH]c2c(c1C)C(=O)C(C(=O)OC)C(C)C2 (centres undefined)
-20	102	-14	99	-5	98	-3	-8	-7	-3	12	COc1ccccc1N(CC(=O)N1CCCCC1)S(=O)(=O)c1ccccc1
-7	106	0	103	1	101	-1	-4	-3	0	-8	COc1ccc(NC(=O)COC(=O)c2ccc(OCc3c(C)noc3C)cc2)cc1OC
16	102	-1	100	-1	104	-3	-5	-2	-3	31	CCOC(=O)COc1ccc(S(=O)(=O)Nc2cccc(SC)c2)cc1
-33	101	-4	102	-5	100	2	0	-7	5	-1	CCCn1cnc2c(sc3nc4c(cc32)CSC(C)(C)C4)c1=O
-4	105	-5	103	-3	104	2	0	0	2	17	Cc1ccc(-n2ncc3c(=O)n(CC(=O)N4CCN(c5ccccc5)CC4)cnc32)cc1C
-3	86	-2	67	-1	73	-1	-4	-3	-3	16	CCOc1ccc(C(=O)N2CCCC2C(=O)O)cc1 (centres undefined)
3	100	-4	100	-3	100	-3	-7	-8	-3	25	CC(=O)Nc1cc(C(=O)N2CCc3ccccc3C2)ccc1Sc1ccc(C)cc1
-14	102	-10	103	-9	97	0	-3	-13	0	11	O=C(Nc1ccc2c(c1)OCCO2)C1CCCN(S(=O)(=O)c2cnc[nH]2)C1 (centres undefined)
-24	102	0	99	-5	103	0	-5	-3	0	16	COC(=O)c1ccc(CNC(=O)CNc2cc(C(F)(F)F)ccc2N2CCOCC2)cc1
45	97	-5	99	-6	96	-7	-7	-4	-6	28	CCOC(=O)c1oc2ccccc2c1CN1CCN(C)CC1
-22	102	-6	102	-4	103	-3	-4	-3	-1	-4	CC(C)N(Cc1nccn1C)C(=O)CCc1nnc(CCCc2ccccc2)o1
-13	99	x	100	x	u	x	x	x	x	6	CC(C)(C)NC(=O)COC(=O)c1ccccc1Oc1ccccc1
-5	101	-1	102	-2	102	-3	-4	-4	0	-23	Fc1ccc(-c2nnn(Cc3nc4ccccc4s3)n2)cc1
-22	104	-6	105	-6	102	-4	-11	-5	-4	-8	CSc1n[nH]c(NCc2ccc(Cl)cc2)n1
-11	89	-5	98	-2	u	-2	2	-1	0	17	O=C(N/N=C/c1c(F)c(F)c(F)c(F)c1F)c1cccc(S(=O)(=O)N2CCOCC2)c1
21	105	x	105	x	u	x	x	x	x	16	O=C(COc1ccc2ccc(=O)oc2c1)c1ccccc1
-3	103	-2	100	-3	100	-2	0	0	-3	-5	O=C(O)Cn1c2ccccc2c2ccccc21
-14	100	-5	100	-8	97	0	-3	-8	0	58*	COc1ccc(CN2C(=O)Cc3c2nc(N)c2c(N)nc(N4CCCCC4)c(C#N)c32)cc1
-30	104	-4	104	-3	100	-4	-2	-3	-2	7	CCCOC(=O)C(=O)NNc1ccccc1
-10	104	-14	102	-11	102	-3	-9	-13	-4	x	Cc1nn(C)c(C)c1S(=O)(=O)N1CCCC(C(=O)N2CCN(c3ccc(Cl)cc3)CC2)C1 (centres undefined)
-22	97	-9	84	-7	94	0	-1	-8	0	-14	CC(=O)Nc1cc(C(=O)NCc2ccco2)ccc1Sc1ccc(F)cc1
-16	99	-9	99	-6	103	1	2	-6	-7	-5	Cc1nn(C(=O)c2ccccc2)c2c1C(=O)CC(C)(C)C2
-10	94	-9	99	-1	94	-3	-3	-1	-1	11	CCN(CC)CCCNC(=O)C1c2cc(OC)c(OC)cc2C(=O)N(C)C1c1cccnc1 (centres undefined)
-6	99	2	101	-2	102	0	-2	2	2	12	O=C(NCc1ccc2c(c1)OCO2)c1cc(-c2ccccn2)nc2ccccc12
